# IDE cell inh: human IDE inhibitors in live cells, primary screen, fluorescence polarization, HEK cells, FAbetaB substrate; Insulin-degrading enzyme (Homo sapiens), P14735; FAbetaB cleavage; inhibition, % at 5.59 µM; 320,000 tested, 0.41% active;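 active means percent inhibition above the average of all tested compounds plus 3 SD, set per screening campaign, cut at about 16% in these data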;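 further: IDE supplied by intact live HEK cells; FP after avidin binding of uncleaved biotin substrate so inhibition keeps polarization high; 0% = DMSO wells and 100% = 60 µM reference IDE inhibitor Ii1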
# M4 PAM: human M4 muscarinic receptor positive allosteric modulators, primary screen, CHO-K1 cells, Fluo-8 calcium fluorescence; Muscarinic acetylcholine receptor M4 (Homo sapiens), P08173; CHO-K1 hM4/Gqi5, ACh EC20; 0% = ACh EC20, 100% = maximal ACh; activation, % at 3 µM; 360,000 tested, 0.4% active;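 active means activation above its plate's cutoff, the mean activation of sample wells plus 3 SD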; further: some results filed as inactive read as strong as hits
# Target sequence (P08173 whole entry, looked up): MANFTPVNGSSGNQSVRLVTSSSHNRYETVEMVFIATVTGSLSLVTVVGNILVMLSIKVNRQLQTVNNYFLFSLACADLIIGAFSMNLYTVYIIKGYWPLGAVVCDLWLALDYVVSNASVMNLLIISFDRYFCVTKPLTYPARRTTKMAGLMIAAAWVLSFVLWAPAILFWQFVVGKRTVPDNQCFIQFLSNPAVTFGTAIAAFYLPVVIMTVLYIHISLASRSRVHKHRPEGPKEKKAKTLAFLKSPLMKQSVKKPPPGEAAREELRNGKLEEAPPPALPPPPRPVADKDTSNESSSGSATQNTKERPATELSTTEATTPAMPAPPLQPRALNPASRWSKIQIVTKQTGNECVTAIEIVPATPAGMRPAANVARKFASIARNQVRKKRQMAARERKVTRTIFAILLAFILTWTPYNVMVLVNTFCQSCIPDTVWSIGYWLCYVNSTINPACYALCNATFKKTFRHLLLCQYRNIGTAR
# CRFR2-BP antag: antagonists of CRF-BP/CRF-R2 complex, primary screen, cell-based, HEK293, calcium dye fluorescence, uHTS; 350,000 tested, 0.59% active; CRF-induced calcium fluorescence; inhibition, % at 11.8 µM;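 active means inhibition of the ligand-induced calcium signal above about 50% at the single tested concentration, limit read from the data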
# M5 antag: human M5 muscarinic receptor antagonists, primary screen, CHO cells, Fluo-8 calcium fluorescence; Muscarinic acetylcholine receptor M5 (Homo sapiens), P08912; CHO-hM5 cells, ACh EC80; inhibition, % at 3 µM; 360,000 tested, 0.59% active; AID 624040, 2012;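 active means inhibition above a per-plate cutoff, the mean of that plate's test compounds plus 3 SD, cut at about 27% in these data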;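 further: 0% = acetylcholine EC80 with DMSO and 100% = DMSO without agonist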
# Target sequence (P08912 whole entry, looked up): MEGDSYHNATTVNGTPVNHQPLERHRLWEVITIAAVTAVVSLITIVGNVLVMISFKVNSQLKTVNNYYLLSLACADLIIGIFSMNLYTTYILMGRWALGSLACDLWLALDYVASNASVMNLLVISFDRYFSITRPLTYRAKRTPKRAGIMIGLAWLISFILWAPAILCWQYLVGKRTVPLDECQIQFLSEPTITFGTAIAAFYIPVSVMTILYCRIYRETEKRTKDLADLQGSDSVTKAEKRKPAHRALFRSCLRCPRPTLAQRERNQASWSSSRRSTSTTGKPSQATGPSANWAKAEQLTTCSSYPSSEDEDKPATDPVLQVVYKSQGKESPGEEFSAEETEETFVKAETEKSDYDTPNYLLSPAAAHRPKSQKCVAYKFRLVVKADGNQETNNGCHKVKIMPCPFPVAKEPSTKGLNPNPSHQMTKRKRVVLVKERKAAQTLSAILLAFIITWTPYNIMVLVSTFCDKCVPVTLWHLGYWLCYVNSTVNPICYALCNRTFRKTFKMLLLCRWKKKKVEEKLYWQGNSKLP
# M5 ag: human M5 muscarinic receptor agonists, primary screen, CHO-K1 cells, Fluo-8 calcium fluorescence. Muscarinic acetylcholine receptor M5 (Homo sapiens), P08912. CHO-K1 hM5 cells; 0% DMSO wells, 100% maximal acetylcholine response. activation, % at 3 µM. 360,000 tested, 0.19% active;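 active means activation above the run's mean over test compounds plus 3 SD, cut at about 23% in these data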;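 further: signal is peak over basal fluorescence ratio across the kinetic read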
# M5 PAM: human M5 muscarinic receptor positive allosteric modulators, primary screen, CHO-K1 cells, Fluo-8 calcium fluorescence; Muscarinic acetylcholine receptor M5 (Homo sapiens), P08912; CHO-K1 hM5, ACh EC20 PAM; 0% = ACh EC20, 100% = ACh EC100; activation, % at 3 µM; 360,000 tested, 0.3% active;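 active means activation above the run cutoff, the mean activation of all test compounds plus 3 SD, cut at about 18% in these data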
#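 Test system: CHO-K1 hM5 cells / Doses: single-point, 3 µM nominal / Times: Post-acetylcholine fluorescence recording 140 s / Technique: Fluo-8 calcium fluorescence / Measure: Max/basal fluorescence ratio as % of EC20–EC100 ACh window / Benchmarks: low control EC20 acetylcholine (0%), high control EC100 acetylcholine (100%) / Replicates: one well per compound, no replicates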
# CHRM4 agonist: human M4 muscarinic receptor agonists, primary screen, CHO-K1 cells, Fluo-8 calcium fluorescence | CHO-K1 hM4/Gqi5; vehicle 0%, full acetylcholine response 100% | activation, % at 3 µM | 360,000 tested, 0.14% active;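 active means activation above the run mean over all test wells plus 3 SD, cut at about 32% in these data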;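 further: peak over basal fluorescence ratio per well then scaled between controls; 0% = DMSO wells and 100% = acetylcholine at EC100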
# CRFR2-BP ag: agonists of CRF-BP/CRF-R2 complex, primary screen, cell-based, HEK293, calcium dye fluorescence, uHTS; CRF-binding protein / CRF receptor 2 complex (human); calcium dye fluorescence (FLIPR); percent of saturating CRF peptide response; activation, % at 13.2 µM; 350,000 tested, 0.46% active;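 active means activation of at least 50%, plus an integration ratio under a set limit after plate pattern correction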;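 further: plate controls were neutral control wells without compound for no effect and CRF at EC100 for full effect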
# M4 antag: human M4 muscarinic receptor antagonists, primary screen, CHO cells, Fluo-8 calcium fluorescence; Muscarinic acetylcholine receptor M4 (Homo sapiens), P08173; CHO-hM4 cells, ACh EC80; inhibition, % at 3 µM; 360,000 tested, 0.73% active; AID 624125, 2012;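 active means inhibition above its plate's cutoff, the mean inhibition of sample wells plus 3 SD, cut at about 27% in these data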;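 further: 0% = acetylcholine EC80 with DMSO and 100% = DMSO without agonist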
# * = called active by the depositor; nt = not tested or not shown.
molecule	IDE cell inh	M4 PAM	CRFR2-BP antag	M5 antag	M5 ag	M5 PAM	CHRM4 agonist	CRFR2-BP ag	M4 antag
CC(=O)c1ccc(NC(=O)NC2CCCc3ccccc32)cc1 (stereo not given)	-3	-5	-3	7	2	-4	7	-1.9	4
CCCCn1c(SCC(=O)NCCOC)nc2ccc(N3CCOCC3)cc2c1=O	-1	18	5	-4	4	15	0	0.6	2
C[C@@H](CSc1ccccc1)CN1CC[C@H](C(C)(C)C)CCC1=O	5	-1	-12	7	0	-4	-2	-3.1	2
Cc1nnc(SCC(=O)N2CCN(c3ccccc3)CC2)n1-c1ccccc1	-2	12	-21	3	-3	4	1	-2.7	-13
CN(C)/C=C/C(=O)c1ccc(S(=O)(=O)c2ccccc2)cc1	5	-14	9	7	-3	-4	0	-0.6	11
CC(=O)c1cccc(NC(=O)/C(=C\c2ccco2)NC(=O)c2cccs2)c1	-4	-1	17	0	-2	-14	3	-1.5	-8
CCn1ncc(Br)c1C(=O)Nc1ccccc1C(=O)OC	-2	6	0	-6	-2	0	-3	0.0	13
CCCCCCCCN1[C@@H](CC(=O)OC)c2cc(F)ccc2S1(=O)=O	0	2	1	0	-3	-5	1	1.3	-2
C=C(C)COc1ccc(-c2nc(N)nc(C)c2Oc2ccccc2OC)c(O)c1	0	-3	20	-3	-10	-4	-2	-1.2	8
CSc1ccc(/C=C(\C#N)C(=O)Nc2cccc(C)c2)cc1	-1	-3	-49	-5	3	1	0	0.9	-1
NNC(=O)c1[nH]c2ccc(Br)cc2c1-c1ccccc1	-4	-16	-33	-7	6	5	0	-1.0	-2
CCOC(=O)c1ccc(NC(=O)COC)cc1	3	0	2	-10	-3	-2	2	0.5	-4
CCCn1c(SCC(=O)N2CCc3ccccc32)n[nH]c1=O	3	0	7	4	1	-1	2	0.1	0
COC(=O)C1=NNC2C(=O)N(c3ccc(C)cc3)C(=O)C12 (stereo not given)	3	0	8	5	-5	-6	1	-1.1	0
NS(=O)(=O)c1ccc(CCNC(=O)C2CCN(S(=O)(=O)c3ccccc3)CC2)cc1	-3	-4	-1	-8	2	11	1	-2.5	-4
COc1ccc(C(=O)NC(NC(=S)Nc2ccc(S(N)(=O)=O)cc2)C(Cl)(Cl)Cl)cc1 (stereo not given)	3	4	12	-7	-8	-2	0	-0.1	5
C=CCc1cc(C)ccc1OCCCC(C(=O)OCC)C(=O)OCC	0	2	8	2	0	0	0	2.2	-13
CSc1nnnn1-c1ccc(C)c(Cl)c1	2	-10	8	2	-2	-3	0	1.5	0
CC1=C(C)NC(=S)SC1	2	6	6	-3	-1	6	0	-0.1	3
Cc1c(NC(=O)c2nn(CC(C)C)c(=O)c3ccccc23)c(=O)n(-c2ccccc2)n1C	nt	12	6	-8	5	9	-1	1.1	4
Nc1nc(CSc2ccccc2)nc(N2CCCCC2)n1	-3	2	-2	-6	-1	-3	2	1.6	-9
COc1ccc(C(=O)NC(C)CCc2ccccc2)cc1[N+](=O)[O-] (stereo not given)	1	1	14	-1	-4	1	3	-2.4	-3
O=C(C[n+]1ccccc1)N/N=C/c1ccc(F)cc1	5	-6	11	10	1	-3	10	0.3	-5
O=C(O)c1cccc(NC(=S)N/N=C/c2ccccc2OCc2ccc(Br)cc2)c1	5	-7	47	-3	-5	1	0	1.6	5
CCOc1ccc(CN(C)C(=O)CCl)cc1	3	0	27	2	-5	4	1	0.2	-3
O=C(O)c1cnc(-c2ccccc2)nc1-c1ccccc1	6	-3	12	-7	-1	8	1	3.0	4
O=C(CCC(=O)N1CCN(C2CCCCC2)CC1)Nc1nnc(C(F)(F)F)s1	-2	-4	8	-2	-2	1	1	0.3	2
COCCNC(=O)C1(C)CCCN(C(=O)c2cccc(C#N)c2)C1 (stereo not given)	nt	-2	nt	3	0	3	1	nt	13
CCNc1c(NC(=O)c2ccc3c(c2)OCO3)c(=O)oc2ccccc12	1	-3	-5	-4	1	-1	2	-1.1	-2
O=C(COC(=O)c1n[nH]c2ccccc12)NCc1ccccc1	-1	-5	-4	0	0	-1	5	1.0	-7

# (list continues)
molecule	IDE cell inh	M4 PAM	CRFR2-BP antag	M5 antag	M5 ag	M5 PAM	CHRM4 agonist	CRFR2-BP ag	M4 antag
CC(=O)Nc1ccc(S(=O)(=O)N(C)Cc2ccccc2)cc1	0	-1	-27	-2	0	-5	1	-1.4	3
CCN(c1ccc(NC(=O)COC(=O)CCc2nc3ccccc3n2-c2ccccc2)cc1)C(C)C	-4	-11	18	-2	-5	-5	1	0.2	5
CCN(CC(=O)Nc1ccc(NC(C)=O)cc1)C(=O)c1c(C)nn(-c2ccc(F)cc2)c1Cl	7	-5	-10	18	8	-13	18	-0.3	14
COCCCNc1nc(=S)[nH]c2cc(OC)c(OC)cc12	0	4	-43	-2	-5	3	0	-1.9	3
O=C(COC(=O)Cc1c(F)cccc1Cl)NCCC1=CCCCC1	3	10	3	0	-3	6	0	-2.6	0
Cc1ccc(OCC(=O)Nc2ccc(N3CCN(C(=O)c4ccc(C)cc4)CC3)cc2)cc1	8	5	24	2	3	3	5	-3.7	-8
COC(=O)c1cc2c(ccn2-c2ccc(F)cc2)n1CC(=O)C(C)(C)C	-3	0	-11	13	2	1	1	-1.6	-7
CC(Sc1ncccn1)C(=O)NC1(C#N)CCCCC1 (stereo not given)	-5	6	-6	1	0	4	1	0.0	-10
CCOC(=O)CSc1nnc(-c2ccco2)n1-c1ccc(C)cc1	1	3	-5	7	-6	3	0	0.0	1
Cc1nc2ccc(C(=O)N3c4ccccc4N=C(c4ccc5c(c4)OCO5)C3C(=O)NCc3ccccc3)cc2[nH]1 (stereo not given)	nt	0	nt	11	-2	-1	4	nt	-7
CC(=O)c1ccc(NC(=O)c2cnn3c(C(F)F)cc(C4CC4)nc23)cc1	8	1	-1	0	1	14	0	-0.2	4
O=c1[nH]c2cc3c(cc2cc1C(c1nnnn1CC1CCCO1)N1CCCCCC1)OCCO3 (stereo not given)	3	-6	-26	-4	-1	-9	2	1.5	-6
CCC(CC)NC(=O)COC(=O)CCC(=O)c1ccc(Cl)cc1	3	-1	-9	4	2	1	3	-1.6	1
COc1cc(/C(C)=N/NC(=O)CSc2nc3ccccc3[nH]2)ccc1O	12	-2	11	-2	-2	-6	1	-3.3	2
O=C(NN=C1C2CC3CC(C2)CC1C3)c1ccccc1O	0	2	5	2	1	-5	1	0.4	0
COc1cc(CN2CCN(c3cccc(C)c3C)CC2)cc(OC)c1O	-8	7	0	3	-3	0	1	-2.0	1
CN(C)/C=C1\Oc2ccc3ccccc3c2C1=O	6	5	17	6	-4	-3	1	-0.5	5
O=C(O)c1cc(N/N=C2/CC(c3ccccc3)Oc3ccccc32)ccc1Cl (stereo not given)	-1	-2	5	3	-1	0	6	0.1	-7
COc1ccccc1CNC(=O)c1cc(-c2cc(F)ccc2OC)n[nH]1	nt	-5	nt	3	-2	-5	8	nt	-10
COc1ccc(NC(=O)CSc2ncnc3[nH]ncc23)cc1	4	8	-13	-1	-8	1	1	-3.1	-4
COc1ccc(NC(=O)CN(C)Cc2c(F)cccc2Cl)cc1S(=O)(=O)N1CCCCC1	-3	1	0	2	1	0	4	0.5	-3
CCCCN(CCCC)C(=O)c1cn(CC)c2cc(N3CCN(C)CC3)c(F)cc2c1=O	-2	-5	-4	5	-3	-4	1	-4.3	10
COc1ccc2c(c1)cc1c(=O)n(CC(=O)NCCCOC(C)C)nc(C)n12	-4	-7	3	6	-3	-5	0	-3.5	0
COc1ccc(CCNC(=O)C(=O)NCC2OCCN2S(=O)(=O)c2ccc3c(c2)OCCO3)cc1 (stereo not given)	-3	-9	-7	10	3	-12	19	0.4	2
COCCNc1nc(N)c([N+](=O)[O-])c(N2CCCCCC2)n1	nt	2	-8	0	-6	-1	1	-1.4	-20
O=C(CSc1nnc(-c2ccccc2NC(=O)c2ccccc2)o1)OC1CCCCC1	5	12	-66	-8	-1	10	1	9.6	-1
COc1ccccc1CN1C(=O)[C@H]2Cc3c([nH]c4ccccc34)C(C)(C)N2C1=O	1	-1	2	11	-1	-8	21	1.0	-2
CNC(=S)NCC(O)c1ccc([N+](=O)[O-])cc1 (stereo not given)	-2	3	-10	5	-3	-1	0	5.2	7
COC(=O)c1ccc2c(c1)NC(=O)c1ccccc1S2	-4	3	-4	-3	2	4	1	-1.8	9
O=C(NCCOc1ccc(F)cc1)C1CCC(=O)N(Cc2ccc(Cl)cc2)C1 (stereo not given)	nt	-3	1	-3	-1	-4	4	-1.2	0

# Single values from the list.
# In CHRM4 agonist, CNC(=S)NCC(O)c1ccc([N+](=O)[O-])cc1 (stereo not given) has the entry 0
# In M5 antag, CCC(CC)NC(=O)COC(=O)CCC(=O)c1ccc(Cl)cc1 has the entry 4

# (cont.)
molecule	IDE cell inh	M4 PAM	CRFR2-BP antag	M5 antag	M5 ag	M5 PAM	CHRM4 agonist	CRFR2-BP ag	M4 antag
O=C1CC(c2ccco2)Cc2nc(NCC3CCCO3)ncc21 (stereo not given)	2	9	0	4	-1	1	1	-1.3	-8
CCOC(=O)C1CCN(C(=O)c2ccc3c(c2)OCO3)CC1	4	-7	17	-6	1	1	1	-0.5	7
C#CCNC(=O)C1=C[C@@H](C(C)(C)C)C[C@@H](OCc2ccc(CO)cc2)O1	1	3	6	-1	7	4	0	-0.3	-15
Cc1ccc(C(=O)O)cc1NC(=S)NC(=O)c1ccc(-c2ccccc2)cc1	14	5	17	-8	-1	6	0	-0.7	-3
COc1cc(COC(=O)Oc2ccc(CNC(C)=O)cc2OC)c([N+](=O)[O-])cc1OC	1	-4	-2	4	5	2	3	-0.8	-1
Cc1ccc(NC(=O)c2nc[nH]c2C(=O)Nc2ccccc2F)cc1	nt	3	13	7	0	-3	0	6.2	-11
COc1cccc(C(=O)Nc2ccc(N3CCN(C(=O)c4cccs4)CC3)cc2)c1	-7	3	3	7	0	-5	12	0.2	-15
Cn1c(CNc2ccc(Br)cc2)nc2ccccc21	6	-6	-6	1	1	-3	4	-1.3	3
O=C(c1ccco1)N1CCN(C2CN(Cc3ccc(F)cc3)S(=O)(=O)C2)CC1 (stereo not given)	nt	0	nt	-6	1	5	0	nt	-2
CCC(C)NC(=O)c1ccc2c(Cl)c3c(nc2c1)CCC3 (stereo not given)	5	3	-13	-5	-3	5	3	-2.9	-2
CCCCOC(=O)Nc1nccs1	1	12	-2	9	1	-6	2	1.7	2

# Outcome played no part in choosing rows (roughly 2.9% active in at least one column).
